BioA inh: blocks M. tuberculosis BioA enzyme activity; hit rate 0.096% among 360,000; inhibition, % at 9.99 µM; purified M. tuberculosis BioA enzyme, plate reader; AID 602481; in the data active = inhibition above about 40%
Active calls of the source: *.

SMILES	BioA inh
COc1ccc(S(=O)(=O)N(C)C[C@H]2Oc3c(NC(=O)c4nc5ccccc5s4)cccc3C(=O)N([C@H](C)CO)C[C@@H]2C)cc1	7.2
C[C@@H]1CCCCO[C@H](CN(C)Cc2ccncc2)[C@@H](C)CN([C@H](C)CO)C(=O)c2cc(NC(=O)Nc3ccc(C(F)(F)F)cc3)ccc2O1	-1.2
C[C@@H]1CN([C@H](C)CO)C(=O)c2cc(C#CC3(O)CCCC3)cnc2O[C@H]1CN(C)C(=O)C1CCCCC1	1.4
C[C@H]1CN([C@@H](C)CO)C(=O)c2cc(C#Cc3ccccc3)cnc2O[C@@H]1CN(C)CC1CCOCC1	-1.0
O=C(Cc1ccccc1)N1C[C@H]2[C@@H](c3ccccc31)[C@H](CO)N2C(=O)C1CCOCC1	-4.1
COc1ccc(-c2cn(CC[C@@H]3CC[C@H](NC(=O)c4cnccn4)[C@H](CO)O3)nn2)cc1	-0.7
C[C@H]1CN([C@@H](C)CO)C(=O)c2cccc(NS(C)(=O)=O)c2O[C@@H]1CN(C)C(=O)Nc1ccccc1	-0.9
COc1cccc(CNC(=O)C[C@H]2CC[C@@H]3[C@H](COc4ccc(NS(=O)(=O)c5ccccc5F)cc4C(=O)N3C)O2)c1	0.8
CNC[C@H]1Oc2ccc(NS(=O)(=O)c3ccccc3)cc2CC(=O)N([C@H](C)CO)C[C@H]1C	-0.5
C[C@@H]1CN([C@H](C)CO)C(=O)c2cccc(NS(=O)(=O)c3cn(C)cn3)c2O[C@@H]1CN(C)C(=O)Nc1ccc(F)cc1	0.1
CNC(=O)C[C@H]1CC[C@@H]2[C@H](COc3ccc(NC(=O)c4ccc(F)cc4)cc3C(=O)N2C)O1	7.1
C[C@H]1CN([C@@H](C)CO)C(=O)c2cc(-c3cccc(F)c3)cnc2O[C@@H]1CN(C)Cc1cncnc1	-0.8
C[C@@H]1CN([C@H](C)CO)C(=O)CCCn2nncc2CO[C@H]1CN(C)C(=O)Nc1ccc(C(C)(C)C)cc1	-0.8
C[C@H](CO)N1C[C@H](C)[C@H](CN(C)C)Oc2ncc(-c3cccc(C(F)(F)F)c3)cc2C1=O	-2.6
C[C@@H]1CN([C@@H](C)CO)C(=O)c2cc(NC(=O)Cc3ccccc3)ccc2O[C@H]1CN(C)Cc1ccc2c(c1)OCO2	2.5
CC(=O)N1CCCCN2[C@H](CO)[C@@H](c3ccc(Br)cc3)[C@H]2C1	0.9
C[C@@H]1CN([C@H](C)CO)S(=O)(=O)c2ccc(Br)cc2O[C@@H]1CN(C)C(=O)CN(C)C	0.7
C[C@@H]1CN([C@@H](C)CO)C(=O)Cc2cc(NC(=O)c3ccncc3)ccc2O[C@H]1CN(C)C(=O)Nc1ccc2c(c1)OCO2	24
CC(C)CC#Cc1cnc2c(c1)C(=O)N([C@@H](C)CO)C[C@@H](C)[C@@H](CN(C)C(=O)c1ccc3c(c1)OCO3)O2	1.2
C[C@@H]1CN([C@@H](C)CO)C(=O)c2cc(NC(=O)NC3CCCCC3)ccc2O[C@@H](C)CCCCO[C@@H]1CN(C)C(=O)Nc1ccc2c(c1)OCO2	0.9

6 entries picked at random from those above:
SMILES	BioA inh
C[C@@H]1CN([C@H](C)CO)C(=O)c2cccc(NS(=O)(=O)c3cn(C)cn3)c2O[C@@H]1CN(C)C(=O)Nc1ccc(F)cc1	0.1
COc1cccc(CNC(=O)C[C@H]2CC[C@@H]3[C@H](COc4ccc(NS(=O)(=O)c5ccccc5F)cc4C(=O)N3C)O2)c1	0.8
C[C@@H]1CN([C@@H](C)CO)C(=O)c2cc(NC(=O)Cc3ccccc3)ccc2O[C@H]1CN(C)Cc1ccc2c(c1)OCO2	2.5
O=C(Cc1ccccc1)N1C[C@H]2[C@@H](c3ccccc31)[C@H](CO)N2C(=O)C1CCOCC1	-4.1
CNC[C@H]1Oc2ccc(NS(=O)(=O)c3ccccc3)cc2CC(=O)N([C@H](C)CO)C[C@H]1C	-0.5
C[C@@H]1CCCCO[C@H](CN(C)Cc2ccncc2)[C@@H](C)CN([C@H](C)CO)C(=O)c2cc(NC(=O)Nc3ccc(C(F)(F)F)cc3)ccc2O1	-1.2

Next part
SMILES	BioA inh
C/C=C/c1cnc2c(c1)C(=O)N([C@H](C)CO)C[C@@H](C)[C@@H](CN(C)C(=O)c1cccnc1)O2	-3.8
C[C@@H]1CN([C@@H](C)CO)S(=O)(=O)c2ccc(-c3ccncc3)cc2O[C@H]1CN(C)C(=O)CC1CC1	0.2
C[C@@H]1CN([C@@H](C)CO)C(=O)c2cccc(NC(=O)c3ccncc3)c2O[C@H]1CN(C)Cc1ccc(C(F)(F)F)cc1	0.4
Cc1ccc(S(=O)(=O)Nc2ccc3c(c2)C(=O)N([C@H](C)CO)C[C@@H](C)[C@H](CN(C)S(=O)(=O)c2cccs2)O3)cc1	1.4
CO[C@@H]1CC[C@@H]2CCOc3c(C#N)cccc3C(=O)N(C)C[C@@H](C)C(=O)N(C)C[C@@H]1O2	-0.5
O=C(C[C@@H]1C[C@H]2c3cc(NC(=O)C4CCC4)ccc3O[C@H]2[C@H](CO)O1)NCC(F)(F)F	0.5
Cc1ccc(S(=O)(=O)N(C)C[C@H]2Oc3ncc(C#CCC(C)C)cc3C(=O)N([C@@H](C)CO)C[C@@H]2C)cc1	1.1
CC(C)NC(=O)Nc1ccc2c(c1)C(=O)N([C@H](C)CO)C[C@@H](C)[C@H](CN(C)CC1CCCCC1)O2	-0.3
CO[C@@H]1CN(C)C(=O)c2ccc(NC(=O)C3CC3)cc2OC[C@H](C)N(C(=O)CN(C)C)C[C@H]1C	-1.8
O=C(C[C@H]1C[C@@H]2c3cc(NC(=O)Nc4ccc(C(F)(F)F)cc4)ccc3O[C@@H]2[C@@H](CO)O1)NCc1cc(F)ccc1F	-0.7
CC(C)CC#Cc1ccc2c(c1)O[C@H](CN(C)CC1CC1)[C@H](C)CN([C@H](C)CO)S2(=O)=O	0.2
O=C(Nc1ccc2c(c1)[C@@H]1C[C@@H](CC(=O)N3CCCCC3)O[C@H](CO)[C@@H]1O2)c1cccnc1	7.3
C[C@@H]1CN([C@H](C)CO)C(=O)c2cccc(NS(=O)(=O)c3cccs3)c2O[C@H]1CN(C)Cc1ccc(Oc2ccccc2)cc1	-1.0
C[C@H](CO)N1C[C@H](C)[C@H](CN(C)Cc2ccc3c(c2)OCO3)Oc2ccc(NC(=O)CCC(F)(F)F)cc2CC1=O	0.2
CC(C)NC(=O)N(C)C[C@@H]1OCCCC[C@@H](C)Oc2ccc(NC(=O)Nc3cccc4ccccc34)cc2C(=O)N([C@@H](C)CO)C[C@H]1C	-2.8
C[C@H]1CN([C@@H](C)CO)C(=O)c2cc(/C=C/c3ccccc3)cnc2O[C@H]1CN(C)Cc1ccccc1	10
Cc1ccc(S(=O)(=O)N2C[C@H](O)COC[C@H]3O[C@@H](CC(=O)NCc4ccc5c(c4)OCO5)CC[C@@H]32)cc1	0.2
CNC(=O)C[C@H]1CC[C@H]2[C@H](COc3ccc(NC(=O)Cc4cccs4)cc3C(=O)N2C)O1	5.4
C[C@H]1CN([C@@H](C)CO)C(=O)c2cc(NS(=O)(=O)c3cn(C)cn3)ccc2O[C@H]1CN(C)S(=O)(=O)c1ccccc1	-5.8
Cc1cc(C(=O)Nc2cccc3c2O[C@H](CN(C)C(=O)Nc2ccccc2)[C@@H](C)CN([C@H](C)CO)C3=O)n(C)n1	-3.4

Arranged by molar mass (rising): some entries from above.
SMILES	BioA inh
CO[C@@H]1CC[C@@H]2CCOc3c(C#N)cccc3C(=O)N(C)C[C@@H](C)C(=O)N(C)C[C@@H]1O2	-0.5
O=C(Nc1ccc2c(c1)[C@@H]1C[C@@H](CC(=O)N3CCCCC3)O[C@H](CO)[C@@H]1O2)c1cccnc1	7.3
Cc1cc(C(=O)Nc2cccc3c2O[C@H](CN(C)C(=O)Nc2ccccc2)[C@@H](C)CN([C@H](C)CO)C3=O)n(C)n1	-3.4
C[C@H](CO)N1C[C@H](C)[C@H](CN(C)Cc2ccc3c(c2)OCO3)Oc2ccc(NC(=O)CCC(F)(F)F)cc2CC1=O	0.2
CC(C)NC(=O)N(C)C[C@@H]1OCCCC[C@@H](C)Oc2ccc(NC(=O)Nc3cccc4ccccc34)cc2C(=O)N([C@@H](C)CO)C[C@H]1C	-2.8

(next part)
SMILES	BioA inh
C[C@@H]1CN([C@H](C)CO)S(=O)(=O)c2ccc(-c3cncnc3)cc2O[C@@H]1CN(C)Cc1ccccc1	-2.0
CO[C@H]1CN(C)C(=O)c2ccc(NC(=O)c3ccc(-c4ccccc4)cc3)cc2OC[C@H](C)NC[C@H]1C	0.8
N#Cc1cccc(-c2ccc([C@H]3[C@H](CO)N4CCCCN(C(=O)Cc5ccncc5)C[C@@H]34)cc2)c1	-3.2
COc1ccc(-c2cn(CC[C@H]3CC[C@@H](NS(=O)(=O)c4ccccc4C)[C@H](CO)O3)nn2)cc1	5.8
CCC(=O)Nc1ccc2c(c1)C(=O)N(C)[C@@H]1CC[C@@H](CC(=O)N3CCc4ccccc4C3)O[C@@H]1CO2	2.4
Cc1noc(C)c1NC(=O)N(C)C[C@H]1OCCCC[C@H](C)Oc2ccc(NS(=O)(=O)c3c(C)noc3C)cc2C(=O)N([C@@H](C)CO)C[C@@H]1C	-0.3
C[C@H]1CN([C@@H](C)CO)C(=O)c2cc(-c3cccnc3)cnc2O[C@@H]1CN(C)C(=O)C1CC1	2.1
COc1ccc(S(=O)(=O)N(C)C[C@@H]2OCCCC[C@@H](C)Oc3ccc(NC(=O)c4ccncc4)cc3C(=O)N([C@@H](C)CO)C[C@H]2C)cc1	-0.2
COc1ccc(S(=O)(=O)N[C@@H]2CC[C@@H](CCNC(=O)CN3CCOCC3)O[C@H]2CO)cc1	0.4
O=C1O[C@@H](c2ccccc2)[C@@H](c2ccccc2)N2[C@@H](c3ccc(OCCO)cc3)[C@]3(C(=O)Nc4ccccc43)[C@@H](C(=O)N3CCN(c4ncccn4)CC3)[C@H]12	0.4
C[C@@H]1CN([C@@H](C)CO)C(=O)Cc2cc(NC(=O)Nc3cccc4ccccc34)ccc2O[C@H]1CN(C)C(=O)Nc1ccccc1	-1.5
CCC(=O)N1C[C@H](C)[C@@H](OC)CN(C)C(=O)c2cc(NC(=O)COC)ccc2OC[C@H]1C	-0.4
COc1cccc(-c2ccc3c(c2)[C@@H]2[C@@H](CCN2C(=O)Cc2ccccc2)[C@@H](CO)N3)c1	-3.0
Cc1noc(C)c1S(=O)(=O)Nc1ccc2c(c1)C(=O)N([C@@H](C)CO)C[C@H](C)[C@@H](CN(C)Cc1ccncc1)OCCCC[C@@H](C)O2	-1.2
O=C(C[C@@H]1C[C@@H]2c3cc(NC(=O)C4CCC4)ccc3O[C@@H]2[C@H](CO)O1)NCc1ccccc1F	-1.7
CC(C)NC(=O)N(C)C[C@H]1Oc2ccc(NC(=O)Nc3ccc4c(c3)OCO4)cc2CC(=O)N([C@H](C)CO)C[C@@H]1C	1.3
O=C(C[C@H]1C[C@H]2c3cc(NC(=O)C4CCOCC4)ccc3O[C@H]2[C@@H](CO)O1)NCc1ccccn1	1.5
CC(C)NC(=O)N(C)C[C@H]1Oc2ncc(-c3ccccc3F)cc2C(=O)N([C@H](C)CO)C[C@@H]1C	-1.1
C[C@H]1CCCCO[C@H](CN(C)C(=O)Nc2ccc(F)cc2)[C@@H](C)CN([C@@H](C)CO)C(=O)c2cc(NS(=O)(=O)c3ccc(Cl)cc3)ccc2O1	1.9
Cc1noc(C)c1S(=O)(=O)N(C)C[C@H]1Oc2c(NC(=O)c3nc4ccccc4s3)cccc2C(=O)N([C@@H](C)CO)C[C@H]1C	-0.6
C[C@@H]1CN([C@@H](C)CO)C(=O)Cc2cc(NC(=O)CCC(F)(F)F)ccc2O[C@H]1CN(C)Cc1ccc(C(=O)Nc2ccccc2N)cc1	-2.0
COCCNC(=O)[C@@H]1[C@@H](CO)[C@@H]2Cn3c(ccc(C4=CCCCC4)c3=O)[C@H]1N2C(=O)C1CC1	-0.9
C[C@H]1CN([C@@H](C)CO)C(=O)c2cc(NS(C)(=O)=O)ccc2O[C@@H]1CN(C)C(=O)Nc1ccc(F)cc1	3.1
COc1ccc(CN(C)C[C@H]2OCCCC[C@H](C)Oc3ccc(NS(=O)(=O)c4cccs4)cc3C(=O)N([C@H](C)CO)C[C@H]2C)cc1	0.5
N#C[C@H]1[C@@H](c2ccc(/C=C/c3ccccc3)cc2)[C@@H](CO)N1C(=O)Cc1ccccn1	0.2
C[C@@H]1CN([C@@H](C)CO)C(=O)c2cc(NC(=O)CCCN(C)C)ccc2O[C@@H](C)CCCCO[C@H]1CN(C)S(=O)(=O)c1cccs1	-3.3
O=S(=O)(N[C@H]1CC[C@@H](CCn2cc(-c3ccccc3F)nn2)O[C@@H]1CO)c1ccc(Cl)cc1	-0.9
Cc1cccc(S(=O)(=O)N[C@@H]2CC[C@@H](CCNS(=O)(=O)c3ccccc3F)O[C@H]2CO)c1	-0.2
CN(C)C(=O)C[C@@H]1C[C@H]2c3cc(NC(=O)Nc4ccccc4F)ccc3O[C@H]2[C@@H](CO)O1	-0.2
CCCN(C)C[C@H]1Oc2cc(C#CCOC)ccc2S(=O)(=O)N([C@@H](C)CO)C[C@H]1C	-1.6
Cc1ccc(S(=O)(=O)N(C)C[C@H]2OCCCC[C@H](C)Oc3ccc(NC(=O)Cc4ccccc4)cc3C(=O)N([C@@H](C)CO)C[C@H]2C)cc1	0.6
O=C(CCN1CCCCC1)NCC[C@@H]1CC[C@@H](NS(=O)(=O)c2cccc(F)c2)[C@@H](CO)O1	-2.6
C[C@@H]1CN([C@H](C)CO)C(=O)Cc2cc(NC(=O)Cc3cn(C)c4ccccc34)ccc2O[C@H]1CN(C)Cc1ccc(Oc2ccccc2)cc1	-2.1
O=C(Nc1ccccc1F)N[C@@H]1C=C[C@@H](CC(=O)N2CCCCC2)O[C@H]1CO	3.6
CCCNC(=O)Nc1ccc2c(c1)C(=O)N(C)C[C@@H](OC)[C@H](C)CN(C(=O)CC)[C@@H](C)CO2	-0.6
COCC(=O)Nc1ccc2c(c1)[C@@H]1C[C@H](CC(=O)NCc3ccc(-c4ccccc4)cc3)O[C@@H](CO)[C@@H]1O2	-1.7
C[C@@H]1CN([C@H](C)CO)C(=O)c2cc(NC(=O)Nc3cccc4ccccc34)ccc2O[C@@H]1CN(C)C(=O)Nc1ccc2c(c1)OCO2	-3.1
COCCNC(=O)C[C@H]1C=C[C@@H](NC(=O)NC2CCCC2)[C@@H](CO)O1	-3.8

A portion of the library (hit frequency here may not be typical).
